High-throughput results as filed in PubChem BioAssay.
EBI2 block: EBI2 receptor antagonists, beta-arrestin recruitment, primary screen, cell-based, luminescence, 7a,25-OHC stimulation, uHTS; AID 651636, 2012; 7a,25-OHC stimulated; G-protein coupled receptor 183 (Homo sapiens), P32249; 0.81% of 360,000 active; inhibition, % at 5 µM; in the data active = inhibition above about 38%;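 note: enzyme fragment complementation signal reports receptor beta-arrestin coupling in cells; 0% = agonist plus DMSO wells and 100% = wells without agonist; some results beyond the cut were filed as inactive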
Target sequence (P32249 whole entry, looked up, the tested form may be a part): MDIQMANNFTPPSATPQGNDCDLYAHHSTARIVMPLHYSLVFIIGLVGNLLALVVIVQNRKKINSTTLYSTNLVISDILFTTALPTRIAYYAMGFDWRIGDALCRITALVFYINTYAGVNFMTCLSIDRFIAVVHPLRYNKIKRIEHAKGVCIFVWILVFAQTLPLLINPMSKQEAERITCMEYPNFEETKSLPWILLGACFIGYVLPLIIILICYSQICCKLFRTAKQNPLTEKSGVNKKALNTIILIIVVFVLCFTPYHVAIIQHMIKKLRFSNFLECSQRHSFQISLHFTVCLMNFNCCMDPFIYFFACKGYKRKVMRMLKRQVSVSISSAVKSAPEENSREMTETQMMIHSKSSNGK
CXCR6 inh: CXCR6 receptor inhibitors, primary screen, cell-based, beta-arrestin, luminescence, CHO-K1 PathHunter, 1536-well; inhibition, % at 20 µM; 0.36% of 360,000 active; C-X-C chemokine receptor type 6 (Homo sapiens), O00574; in the data active = inhibition above about 34%, passing the limit was not always enough;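 note: antagonist mode with CXCL16 agonist at 10 nM final; 0% = 10 nM CXCL16 with DMSO and 100% = unstimulated wells without agonist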
Target sequence (O00574 whole entry, looked up): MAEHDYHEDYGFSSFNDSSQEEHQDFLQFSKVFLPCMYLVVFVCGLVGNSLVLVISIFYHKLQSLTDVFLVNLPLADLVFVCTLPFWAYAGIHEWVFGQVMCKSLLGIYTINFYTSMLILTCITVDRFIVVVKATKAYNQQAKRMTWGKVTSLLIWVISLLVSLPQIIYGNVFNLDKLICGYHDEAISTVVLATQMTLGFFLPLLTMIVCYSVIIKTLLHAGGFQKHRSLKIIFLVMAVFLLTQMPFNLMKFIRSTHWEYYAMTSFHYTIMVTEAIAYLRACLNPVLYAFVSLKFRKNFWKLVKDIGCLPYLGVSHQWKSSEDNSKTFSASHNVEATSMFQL
An asterisk follows results filed as active. The list is partial; count on the stated rates, not on these rows.

SMILES	EBI2 block	CXCR6 inh
CCc1cc(-c2nnn(CCC3COCCO3)c2CC)cc(CC)c1-c1cn(Cc2ccc3ccccc3c2)nn1 (stereo not given)	17	6
CCCCC(=O)N(C)c1c(CC)nc2c(OCCOc3ccccc3)cccn12	-5	-2
CCc1nc2c(OCc3c(C)noc3C)cccn2c1N(C=O)Cc1ccc(OC)cc1	-25	-11
C[C@@H]1CN([C@H](C)CO)C(=O)CCCn2cc(nn2)CO[C@H]1CN(C)C(=O)c1ccncc1	-5	7
COc1ccc(NC(=O)CCNC(=O)N2CC(=O)Nc3ccccc32)cc1	0	0
CC(C)COC(=O)N(C)C[C@H]1OCc2cnnn2CCCC(=O)N([C@H](C)CO)C[C@@H]1C	-1	8
Cc1cccc(C)c1-n1nnnc1C1(C)CCC(=O)N1Cc1cccc(C(F)(F)F)c1 (stereo not given)	4	-8
CC(C)CN1CCC1(C)C(=O)Nc1ccc(OC(F)F)cc1 (stereo not given)	-2	6
CC(=O)c1cccc2c1OC(C)C(=O)N2Cc1ccc(Cl)cc1 (stereo not given)	6	0
CC(OC(=O)c1cccc(S(=O)(=O)N2CCOCC2)c1)C(=O)NCC1CCCCC1 (stereo not given)	-2	-7
COc1ccc(-c2ccc(C(=O)NCC3CC3)c3occc23)c(C)c1	-16	5
CSc1nsc(NN)n1	-6	-10
OC(c1ccc2c(c1)OCO2)c1ncc(-c2ccc(Cl)cc2)[nH]1 (stereo not given)	3	-2
CCCCN1CC(N2CCCCC2)CS1(=O)=O (stereo not given)	-1	4
C[C@H]1CN([C@@H](C)CO)C(=O)CCCn2nncc2CO[C@@H]1CN(C)S(=O)(=O)c1ccc(-n2cccn2)cc1	-10	2
O=C(CN1CCN(C(=O)CCC(=O)N2CCC(c3ccccc3)=N2)CC1)Nc1cccc(F)c1	-4	-7
COc1ccc(CC(N)c2csc(NC(=O)c3ccccc3)n2)cc1 (stereo not given)	-3	-8
C[C@@H]1CCCCO[C@H](CN(C)Cc2ccc(C(=O)O)cc2)[C@@H](C)CN([C@H](C)CO)C(=O)c2cc(N(C)C)ccc2O1	-2	0
COC(=O)c1ccc2nc(-c3ccc(Cl)cc3)c(CC3CCCCC3)n2c1	13	6
Cc1ccc(S(=O)(=O)N2C[C@H]3[C@H]4C(=O)N(Cc5ccccc5)C(=O)[C@H]4CC(=O)[C@H]3[C@@H]2c2cccc3ccccc23)cc1	14	-6
CC1=C(C(=O)N(C)C)CC(CC(=O)NCCCN(C)C)C(=O)N1Cc1ccc(C(C)(C)C)cc1 (stereo not given)	-5	5
O=C(CCNS(=O)(=O)c1ccc(Cl)cc1)NCCc1ccccc1	1	1
Cc1ccc(-c2ccc3c(c2)O[C@H](CN(C)C(=O)Nc2ccc(C(F)(F)F)cc2)[C@H](C)CN([C@H](C)CO)S3(=O)=O)cc1	-1	4
CN1OC[C@@H]2CN(S(=O)(=O)c3ccccc3)[C@H](c3ccc(-n4ccnc4)cc3)C[C@@H]21	-5	1
CC(=O)Nc1cc(-c2ccc(N(C)C)cc2)cn2c(-c3ccc(F)c(Cl)c3)cnc12	30	4

Among those listed so far, these contain a CF3 group.
SMILES	EBI2 block	CXCR6 inh
Cc1cccc(C)c1-n1nnnc1C1(C)CCC(=O)N1Cc1cccc(C(F)(F)F)c1 (stereo not given)	4	-8
Cc1ccc(-c2ccc3c(c2)O[C@H](CN(C)C(=O)Nc2ccc(C(F)(F)F)cc2)[C@H](C)CN([C@H](C)CO)S3(=O)=O)cc1	-1	4

Taken from the entries so far (2 entries):
SMILES	EBI2 block	CXCR6 inh
CN1OC[C@@H]2CN(S(=O)(=O)c3ccccc3)[C@H](c3ccc(-n4ccnc4)cc3)C[C@@H]21	-5	1
CC(=O)Nc1cc(-c2ccc(N(C)C)cc2)cn2c(-c3ccc(F)c(Cl)c3)cnc12	30	4

Single records, from the list above.
Shown for Cc1ccc(S(=O)(=O)N2C[C@H]3[C@H]4C(=O)N(Cc5ccccc5)C(=O)[C@H]4CC(=O)[C@H]3[C@@H]2c2cccc3ccccc23)cc1 → EBI2 block = 14; CXCR6 inh = -6
Shown for C[C@@H]1CN([C@H](C)CO)C(=O)CCCn2cc(nn2)CO[C@H]1CN(C)C(=O)c1ccncc1 → EBI2 block = -5; CXCR6 inh = 7

Next section
SMILES	EBI2 block	CXCR6 inh
CCC(CC)c1nnc(NC(=O)Cc2c[nH]c3ccccc23)s1	-3	-7
CCOc1ccc2nc(S(=O)(=O)NC(=O)C3(C)CCN3C(=O)CCc3cccs3)sc2c1 (stereo not given)	5	-2
O=C(COC(=O)c1cccnc1Cl)Nc1ccc(N2CCOCC2)cc1	-5	9
COc1ccc(-c2ccc(C(=O)NCc3ccncc3)c3occc23)c(C)c1	-3	-5
OC[C@H]1O[C@H](c2nc(-c3nc(-c4cccs4)no3)cs2)C[C@@H]1O	-1	-2
Cn1ccc2c(-c3ccc(F)cc3)cc3c(c21)C1CCC3C1 (stereo not given)	7	0
CCNC(=O)C1CCCN(C(=O)c2ccc(-c3ccccc3)cc2)CC1 (stereo not given)	16	4
CCCS(=O)(=O)NC(=O)C1(C)CCN(C(=O)CSc2ccccc2)C1 (stereo not given)	-13	-2
Cc1ccc(-c2cc(NC=O)c3ncc(-c4cccc(C(=O)N(C)C)c4)n3c2)cc1	20	9
O=C(NCc1ccccn1)[C@@H]1CCCN1C(=O)[C@@H]1CCCN1	-11	3
CCc1nc2ccc(C(=O)Nc3cccc(NS(C)(=O)=O)c3)cn2c1N(C)CCCc1ccccc1	1	2
Cc1ccc(Cn2c(C)c(C(=O)NCc3cccc(C(F)(F)F)c3)sc2=O)cc1	13	8
Cc1occc1C(=O)N(C)CC1CCCN(CCc2ccc(Cl)cc2)C1 (stereo not given)	-7	2
CCOC(=O)[C@]12CCC=C1N(Cc1ccc3c(c1)OCO3)C(=O)[C@H](CC(=O)NCCCOC)C2	2	-2
COc1cc2ccc(C(C)=O)c(O)c2cc1OC	6	1
CN(Cc1ccccc1)C(=O)c1ccc(Cc2cn(C)c3ccccc23)nc1	4	6
O=c1c2cc(C(F)(F)F)ccc2sn1-c1ccccc1	14	0
COc1ccc(CC(=O)Cc2ccc(OC)c(OC)c2)cc1OC	-8	0
OC(c1cccc(Cl)c1)c1ncc(-c2ccc(C(F)(F)F)cc2)[nH]1 (stereo not given)	16	-10
COc1cccc(-c2ccc3c(c2)O[C@H](CN(C)C(=O)c2ccccc2F)[C@H](C)CN([C@H](C)CO)S3(=O)=O)c1	13	16
CCC(c1nc2ccccc2[nH]1)N(C(=O)Cc1cc(OC)cc(OC)c1)c1ccc(N2CCOCC2)cc1 (stereo not given)	7	0
CCN(CC)C(=O)c1cccc(-c2csc(C(C)(NC(C)=O)c3ccccc3)n2)c1 (stereo not given)	-6	-9
O=C(NC1CCCCC1)C(c1cc2ccccc2o1)N1CCOCC1 (stereo not given)	0	-6
CCCNC(=O)C1(C)CCN(Cc2ccc(C(=O)OCC)cc2)C1 (stereo not given)	-6	0
Cc1ccc(C(O)c2ncc(-c3cccc4ccccc34)[nH]2)cc1F (stereo not given)	9	-11
Further compounds follow.
SMILES	EBI2 block	CXCR6 inh
Nc1nc(SCc2ccccc2)sc1C(=O)N1CCCCC1	21	4
CC1NC(=O)c2cccnc2-n2c1nc1cc(F)ccc1c2=O (stereo not given)	-8	-4
CCN(CC)C(=O)c1ncn2c1c(=O)[nH]c1ccccc12	0	5
CC1=C(C(=O)N2CCCCCC2)CC(CC(=O)NCCc2ccccn2)C(=O)N1Cc1ccc(C(C)(C)C)cc1 (stereo not given)	-3	1
CCN(CC)C(=O)C1=C(C)N(Cc2ccc(C(C)(C)C)cc2)C(=O)C(CC(=O)NCCN2CCOCC2)C1 (stereo not given)	-1	2
CC1(C(=O)NCc2ccc(F)c(F)c2)Cc2c(-c3ccccc3)ccnc2O1 (stereo not given)	1	-6
CNC(=O)C[C@H]1C(=O)N(c2ccc(OC)cc2)C[C@@H]1C	-8	-1
CCCCn1nnnc1C(c1ccccc1)N1CCN(c2ccc(F)cc2)CC1 (stereo not given)	6	7
COc1cc(-c2cc3nc(NCCc4ccncc4)ccn3n2)cc(OC)c1OC	7	-11
CC(C)(C)CNC(=O)C1(C)CCN1C(=O)Cc1ccc(C(C)(C)C)cc1 (stereo not given)	0	0
COCCNC(=O)C1(C)CCCN(C(=O)c2ccc3c(c2)CCO3)C1 (stereo not given)	3	-6
CCOC(=O)C1CCN(C(=O)CCn2c(=O)oc3ccccc32)CC1	-2	-4
CCCCOCCCNC(=O)C[C@@H]1C[C@@]2(C(=O)OC)CCCCC=C2N(Cc2ccc(Cl)cc2Cl)C1=O	23	13
C=C[C@H]1C(C(=O)OCC)=CC[C@@H](c2ccccc2)N1S(=O)(=O)c1ccc(C)cc1	7	0
CCNC(=O)C1(C)CCN(C(=O)c2ccc(OC)c(OC)c2)C1 (stereo not given)	-18	-5
CN(C)c1ccc(C=NN2C(=O)CSC2=S)c(Cl)c1	-8	-5
CCCS(=O)(=O)NC(=O)C1(C)CCCN(C(=O)c2ccncc2)C1 (stereo not given)	-10	4
C[C@@H]1CN([C@H](C)CO)C(=O)c2cc(Br)cnc2O[C@H]1CN(C)C(=O)Nc1ccc2c(c1)OCO2	-4	-4
CCOc1ccc(/C=N/NC(=O)c2ccncc2)cc1OC	6	2
COc1cc(F)ccc1-c1cc(C(=O)NCc2ccc(C(F)(F)F)cc2)[nH]n1	23	2
COC(=O)CCCn1cc(CN2CC(N(C)C)CS2(=O)=O)nn1 (stereo not given)	-16	2
COc1ccccc1CCC(=O)Nc1ccc(S(=O)(=O)Nc2ncccn2)cc1	-7	-8
CC1CCN(C(=O)c2ncn3c2c(=O)[nH]c2ccccc23)CC1	-4	0
CCc1nc2ccc(C(=O)N3CCN(S(=O)(=O)CC)CC3)cn2c1N(C)C(=O)C1CCCCC1	-17	0
CC1(C(=O)NS(=O)(=O)c2cccc(C#N)c2)CCN1C(=O)CCc1ccccc1 (stereo not given)	-9	2

Structural class: the compounds so far containing a tert-butyl group (4)
SMILES	EBI2 block	CXCR6 inh
CC1=C(C(=O)N(C)C)CC(CC(=O)NCCCN(C)C)C(=O)N1Cc1ccc(C(C)(C)C)cc1 (stereo not given)	-5	5
CC1=C(C(=O)N2CCCCCC2)CC(CC(=O)NCCc2ccccn2)C(=O)N1Cc1ccc(C(C)(C)C)cc1 (stereo not given)	-3	1
CCN(CC)C(=O)C1=C(C)N(Cc2ccc(C(C)(C)C)cc2)C(=O)C(CC(=O)NCCN2CCOCC2)C1 (stereo not given)	-1	2
CC(C)(C)CNC(=O)C1(C)CCN1C(=O)Cc1ccc(C(C)(C)C)cc1 (stereo not given)	0	0

Later entries.
SMILES	EBI2 block	CXCR6 inh
COc1cc2c(cc1OC)C(CNC(=O)C=Cc1cc(OC)c(OC)c(OC)c1)C2 (stereo not given)	50*	-3
COc1ccc(-c2sc3cc(OC)ccc3c2-c2ccc(OCCN3CCCCC3)cc2)cc1	1	9
CN(C)c1ccc(N=Nc2nccs2)cc1	16	51*
COC(=O)CN1C(=O)CSc2ccc(S(=O)(=O)N3CCC(C)CC3)cc21	9	2
O=C(Nc1ccc(Cl)c(C(F)(F)F)c1)C1Cc2c(-c3ccc4c(c3)OCO4)ccnc2O1 (stereo not given)	1	1
C[C@H](O)[C@@H]1C(=O)N2CCc3ccc(-c4ccccc4)cc3[C@@H]2C[C@@H]1N(C)C(=O)c1ccco1	4	-2
O=C(CSc1ncccn1)NC(=O)NC1CCCC1	-3	-1
Nc1[nH]c(C(=O)c2ccccc2)c(-c2ccc(Cl)cc2Cl)c1C(=O)NCCc1c[nH]c2ccccc12	10	4
COc1ccc(C(O)c2nc(-c3cccc(F)c3)cs2)cc1 (stereo not given)	-3	-4
C[C@@H]1CN([C@@H](C)CO)S(=O)(=O)c2ccc(Br)cc2O[C@H]1CN(C)C(=O)c1cccc(F)c1	-1	-2
C[C@@H]1CN([C@H](C)CO)C(=O)CCCn2nncc2CO[C@H]1CN(C)Cc1cccc(O)c1	-3	-1
COc1ccc2c(c1)CCC(=O)[C@H](O)C[C@H](c1ccccc1)OC2=O	-2	-16
CS(=O)(=O)/C(C#N)=C/c1cccn1S(=O)(=O)c1ccc([N+](=O)[O-])cc1	-11	-11
COc1ccc(CNC(=O)c2cccc3c(-c4cnn(C)c4)coc23)cc1OC	0	-9
CC1(C(=O)NS(=O)(=O)c2cccc(C#N)c2)CCN1C(=O)CC1CCCCC1 (stereo not given)	7	-9
OC[C@@H]1CN(Cc2ccco2)C[C@H](n2cnc3c(N4CCN(c5ccccc5)CC4)ncnc32)O1	14	-4
COc1ccc(/C=C/C(=O)OCC(=O)Nc2nnc(-c3ccccc3)o2)c(OC)c1	-6	-9
COc1ccccc1Cc1c(-c2ccc(Cl)cc2)nc2c3ccccc3ccn12	26	10
CC1CCN(C(=O)CCC(=O)Nc2ccc([N+](=O)[O-])cc2)CC1	4	1
CCOC(=O)[C@]12CCC=C1N(Cc1cccc3ccccc13)C(=O)[C@H](CC(=O)NCCCN1CCCC1=O)C2	0	-5
Cc1ccc(CNC(=O)C2CCN(S(=O)(=O)N3CCC(C)CC3)CC2)cc1	38	3
C[C@H]1CN([C@@H](C)CO)S(=O)(=O)c2ccc(Br)cc2O[C@H]1CN(C)Cc1ccccc1	1	4
O=C(Cn1nnc(-c2ccc(F)cc2)n1)NC(=O)NC1CCCCC1	-5	3
O=C(Nc1nnc([C@@H]2C[C@H](O)[C@@H](CO)O2)s1)Nc1cccc2c1CCCC2	-10	-3
COc1cccc(C(O)c2nc(-c3ccc(F)cc3OC)cs2)c1 (stereo not given)	-3	2
